Screening data (PubChem)
HSF1 inhib: HSF1 inhibition; activity change, negative = inhibition, % at 7.5 µM (by protocol); NIH3T3-HGL HSE-luciferase, MG132-induced, luminescence 8 h; stronger effect = lower value; actives 0.77% (n = 300,000);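 active = more than half of replicate wells show activity change below -50%, luminescence cut by over half; inconclusive = some wells, but at most half, below -50%; inactive = no replicate well below -50%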;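 note: luciferase reports HSF-1 transcriptional activity via heat shock element; 0% = median of DMSO wells and -100% = zero luminescence signal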
aSyn 5UTR inh: 5' untranslated region of α-synuclein, MLPCN primary screen. AID 1813. inhibition, % (tested at 7.5 µM). alpha-synuclein 5'UTR reporter, inhibitor activity. actives 0.82% (n = 300,000); in the data active = inhibition above about 60%; inconclusive = no clear call, values can overlap the other calls;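 note: H4 neuroglioblastoma cells stably carrying SNCA 5'UTR luciferase fusion; 0% = DMSO wells and 100% = positive control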
Platelet DG rel: platelet dense granule release activity. human platelet-rich plasma, SFLLRN dense granule ATP release, luminescence. inhibition, %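 (compounds screened at 7.5 µM in platelet-rich plasma)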. actives 0.22% (n = 300,000);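 active = mean replicate score, as percent of positive control, at or above 50; inconclusive = mean below 50 but at least one replicate at or above 50; inactive = mean and every replicate below 50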
AI-2 QS modul: Vibrio harveyi AI-2 quorum sensing modulation; Vibrio harveyi JMH597 AI-2 luminescence/OD600 ratio, 9 h; stronger effect = lower value; strain lacks LuxN and CqsS sensors; 0 = neutral-control median; activity change, % at 7.5 µM; actives 0.4% (n = 300,000); AID 2094; in the data active = activity change below about -75%, passing the limit was not always enough; inconclusive = no clear call, values can overlap the other calls;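 note: luminescence divided by OD600 gain over 9 h not by final OD600 alone; inactives centre near 13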
HIF act: HIF pathway transcriptional activation. U2OS HRE-luciferase reporter, luminescence; normalized: DMSO 0%, desferrioxamine 100%. actives 0.32% (n = 300,000). activation, % at 7.5 µM (by protocol);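 active = mean activation of at least 10% of the iron chelator positive control signal, with at least half of replicates also reaching 10%; inconclusive = mean and replicate majority disagree about reaching 10%; inactive = mean and most replicates under 10%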
IEC-6 cytotox: counter-screen for KLF5 inhibitors: cytotoxicity in IEC-6 cells. IEC-6 cytotoxicity, luminescence viability. actives 0.78% (n = 290,000). AID 1825. inhibition, % at 5 µM; in the data active = inhibition above about 22%;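 note: 0% = plate median of test compound wells and 100% = cytotoxic reference compound wells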
KLF5 inhibitor: kruppel-like factor 5 inhibition; inhibition, % at 5 µM; DLD-1 KLF5 promoter-luciferase reporter, luminescence; actives 0.23% (n = 290,000);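 active = inhibition above a per-plate limit of that plate's mean compound inhibition plus 3 SD, cut at about 60% in these data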;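 note: 0% = DMSO wells and 100% = LY294002 at 200 µM; higher means less KLF5 promoter-driven luciferase light; inactives centre near -14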
HSP90 refold inh: blocks HSP90-mediated luciferase refolding in reticulocyte lysate; Rabbit reticulocyte lysate, luciferase refolding luminescence, 3 h; inhibition, % at 5.6 µM; actives 0.91% (n = 290,000); AID 1789;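 active = inhibition above the screen-wide mean plus 3 SD, computed separately per campaign, cut at about 16% in these data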;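 note: 0% = DMSO wells and 100% = 60 µM geldanamycin wells; inhibitors lower the luminescence because luciferase stays unfolded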
SKKanGAS inh: inhibitors of SKKanGAS S. pyogenes growth in kanamycin (SK-promoter or general growth effect). BacTiter-Glo, 6 h. inhibition, % at 7.5 µM. actives 1.3% (n = 300,000);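 active = mean replicate score, as percent of positive control median, at least 50; inconclusive = mean below 50 but one replicate at or above 50; inactive = mean and every replicate below 50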;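 note: strain carries kanamycin resistance gene driven by streptokinase promoter and grows in 40 µg/ml kanamycin; loss of luminescence reflects streptokinase promoter inhibition or plain growth inhibition; 0% = median of DMSO wells and 100% = positive control at its reference dose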
HSF1 activator: increases HSF-1 driven luciferase reporter signal; NIH3T3-HGL HSF-1 luciferase reporter, MG132, 8 h; 100% = twice DMSO control signal; activation, % at 9 µM; actives 1.7% (n = 300,000); AID 504408;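 active = mean replicate activation of at least 50% with a set share of replicates each reaching 50%; inconclusive = only one of those two conditions met; inactive = mean below 50% and too few replicates reaching it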;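 note: 0% = median of the neutral control wells and 100% = twice that signal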
Starred values were filed as active, the others as inactive; ? = inconclusive; . = no result given.

entry	compound	HSF1 inhib	aSyn 5UTR inh	Platelet DG rel	AI-2 QS modul	HIF act	IEC-6 cytotox	KLF5 inhibitor	HSP90 refold inh	SKKanGAS inh	HSF1 activator
1	CCCCNC(=O)COc1ccccc1C(=O)c1cc(C#N)c(=O)n(CCOC)c1	-3	7	9	4	0.0	0	-12	-4	7	-18
2	COc1ccc(CC(=O)N2CC3(C)CC2CC(C)(C)C3)cc1 (configuration not stated)	5	6	8	33	0.1	6	-5	2	3	-1
3	CCOc1ccc(CN(C(=O)c2cccs2)C2CCS(=O)(=O)C2)cc1 (configuration not stated)	-10	-16	4	4	-0.3	4	-3	4	-4	-1
4	COc1ccc(NC(=O)CSCC(=O)Nc2cc(Cl)ccc2N2CCOCC2)cc1	2	12	-1	8	-1.3	.	.	.	-6	-12
5	N/C(=N\OC(=O)c1ccc2c(c1)OCO2)c1ccncc1	29	-102	20	25	2.2	-2	-10	-1	-3	30
6	O=S(=O)(c1ccc(Cl)nc1)N1CCN(Cc2ccc3c(c2)OCO3)CC1	0	-3	2	-5	-0.3	3	-10	1	-6	2
7	CC(C)CCn1c(Oc2ccccc2Cl)nc2c1c(=O)n(C)c(=O)n2C	3	-9	0	6	-0.4	7	-7	-2	4	0
8	Fc1ccccc1OCCCn1ccnc1	1	-5	-5	-18	0.5	0	-10	1	-4	31
9	C=CCNC(=S)N1CCN(Cc2ccc3c(c2)OCO3)CC1	-6	5	0	25	-8.1	-6	1	-1	1	-3
10	COc1cccc(CN2CCN(Cc3cccc4nonc34)CC2CCO)c1 (configuration not stated)	3	7	9	-4	0.1	0	-13	0	-3	9
11	O=C(NC1CCCc2ccccc21)C1CCN(S(=O)(=O)c2cccc3nsnc23)CC1 (configuration not stated)	1	16	-1	29	0.0	-3	-9	-4	4	-1
12	NC(=O)C1=C[C@@H](c2ccc(C(F)(F)F)cc2)C[C@@H](OCCCCO)O1	6	18	-4	0	1.3	2	-2	5	4	2
13	COCCN1Cc2cccc(C(=O)Nc3ccc(S(=O)(=O)N4CCOCC4)cc3)c2C1=O	4	30	0	7	-0.2	7	-24	-3	.	-2
14	CCOC(=O)CC1COCCN1Cc1cn[nH]c1-c1cc(OC)c(OC)c(OC)c1 (configuration not stated)	10	3	-3	1	-0.5	-5	-9	2	-2	14
15	CCCC(=O)Oc1ccccc1C1SCc2cc(C)c(C)cc2CS1	14	3	-2	23	-1.6	-3	-10	-1	16	22
16	O=C(CC1C(=O)NCCN1Cc1ccccc1)NCCCOc1cccnc1 (configuration not stated)	-7	-6	10	21	-0.1	-2	-7	-6	-7	-5
17	Cc1cc(C(=O)Nc2ccc(Cl)cc2)n(-c2ccccc2)n1	4	-29	4	22	0.4	1	-37	-2	-2	11
18	CCCC(=O)c1c[nH]c(C(=O)N2CCOCC2)c1	5	18	-1	29	-0.6	-1	-13	3	0	-3
19	C1=C(c2ccccc2)CCN(c2nc3ccccc3n3cnnc23)C1	16	-20	-24	1	0.6	4	-20	-1	-1	42
20	O=c1ccc(-c2ccc(S(=O)(=O)Nc3ccccc3Cl)o2)n[nH]1	-2	-31	1	13	0.0	3	1	-2	6	-14
21	COC(=O)c1cc(-c2ccc(S(=O)(=O)N3CCCCC3)cc2)c(C(F)(F)F)s1	5	-6	3	29	-0.2	2	-2	1	31	12
22	CC(C)C(=O)Nc1ccc(S(=O)(=O)Nc2ccccn2)cc1	15	-4	-7	21	-0.1	-6	-19	-5	5	22
23	COc1ccc(NC(=O)c2cccc(C#N)c2)cc1NS(=O)(=O)c1ccc(F)cc1	2	-8	-7	25	-0.5	-4	-19	-5	-3	-7
24	O=C1NC2(CCCC2)C(=O)N1CC(=O)N(Cc1ccccc1)c1ccccc1	-5	3	3	7	-0.3	.	.	.	-4	-2
25	COc1ccc(NC(=O)C2CCCN(S(=O)(=O)c3ccc4c(c3)CCCN4C(C)=O)C2)cc1Cl (configuration not stated)	-4	-12	-2	4	0.3	-10	-22	-3	5	10
26	O=C(Oc1ccc(-c2cnc3ccccc3n2)cc1)c1ccc(Br)o1	16	-117	5	14	1.1	-1	-120	-1	2	36
27	CN(CC(=O)Nc1ccc(Cl)c(C(F)(F)F)c1)C(=O)c1cc(-c2ccncc2)nc2ccccc12	3	4	13	1	-0.1	.	.	.	35	12
28	Oc1[nH]c2ccc(Br)cc2c1N=Nc1nn[nH]n1	2	21	7	22	-0.6	3	-28	1	15	-3
29	CC(C)CCn1cnc2c(cnn2-c2ccc(Cl)cc2)c1=O	13	-1	-1	27	0.8	-7	-14	-6	3	8
30	CC(=O)Nc1ccc(C2=NNC(=Nc3cccc(S(=O)(=O)N(C)C)c3)SC2)cc1	?	-14	-6	15	0.0	0	-36	4	2	-55
31	CCOC(=O)C1(Cc2ccccc2)CCN(C2Cc3ccccc3C2)CC1	5	20	-2	11	-0.8	4	-34	1	4	1
32	C[C@H](NC(=O)c1ccco1)C(=O)Nc1ccc2c(c1)OCO2	-3	-12	1	8	0.3	-2	-28	3	2	19
33	CCC(C)C1Nc2ccc(C(=O)NCCc3ccc(OC)c(OC)c3)cc2NC1=O (configuration not stated)	-3	5	-2	24	-0.4	3	-21	-8	-2	-6
34	CCOc1cc(C(=O)Nc2cc3c(cc2N2CCCC2)n(C)c(=O)n3C)cc(OCC)c1OCC	-5	20	-1	27	0.0	-5	4	-4	3	8
35	CCCCn1c(N)c(N(CC(C)C)C(=O)CC(NC(=O)c2ccccc2)c2ccccc2)c(=O)[nH]c1=O (configuration not stated)	-3	0	7	6	0.4	.	.	.	21	8
36	Cc1ccc(Nc2nnc(SCC(=O)NCc3ccco3)s2)cc1	-4	-14	21	?	-0.2	3	-34	-1	2	6
37	Cc1csc(NC(=O)c2sc3nc(-c4cccs4)ccc3c2N)n1	8	-228	8	21	.	9	-48	2	32	17
38	CCn1ccnc1CN(C)C(=O)CCc1nnc(CCC2CCCCC2)o1	15	-8	-2	10	1.6	-4	-26	0	-6	26
39	Cc1[nH]c2ccc(C(=O)NCc3ccccn3)cc2c1C	13	-46	4	13	2.6	1	-60	-9	-4	6
40	O=C(COc1ccc2ccccc2c1)NNC(=O)Cc1cccc2ccccc12	-1	-5	1	2	0.0	4	-14	4	1	8
41	CC(=O)Nc1ccccc1C(=O)N1CCN(Cc2ccccc2)CC1	-7	-10	3	26	-0.2	-3	-21	2	3	-6
42	CCOc1ccccc1NC(=O)Cn1cnc2c(cnn2-c2ccc(C)c(C)c2)c1=O	-10	10	-2	7	-0.3	1	-3	2	1	-9
43	COc1cccc(C(=O)Nc2ccc(NC(=O)C3C4C=CC(C4)C3C(=O)O)cc2)c1 (configuration not stated)	39	-11	11	30	1.1	8	-70	-1	-2	44
44	O=C(CN1C(=O)NC2(CCc3ccccc32)C1=O)Nc1cc(C(F)(F)F)ccc1N1CCOCC1 (configuration not stated)	-1	-2	-1	40	0.5	.	.	.	-4	15
45	O=C(c1ccsc1)N1CCN(C(=O)c2cccs2)CC1	-4	-6	-1	36	0.0	3	-4	-2	3	5
46	Cc1ccc(S(=O)(=O)n2cnc3cc([N+](=O)[O-])ccc32)c(C)c1C	4	4	1	12	-32	4	-3	1	15	16
47	Cc1ccccc1OCC(=O)Nc1ccc(C(N)=O)cc1	-7	-9	0	17	0.3	-3	-17	-4	5	7
48	Cc1ccc(S(=O)(=O)Oc2ccccc2N2C(=O)C3CC=CCC3C2=O)cc1 (configuration not stated)	2	23	6	-9	-0.1	5	15	3	3	27
49	COc1cc(-c2nc(-c3ccccn3)no2)cc(OC)c1OC	-7	-163	2	10	1.6	-1	-27	0	-10	-13
50	CCOc1ccc(N2CC(C(=O)N3CCCCCC3)CC2=O)cc1 (configuration not stated)	9	10	5	22	0.2	1	6	-3	2	5
51	Brc1cc2c(cc1C1Nc3ccccc3C3C=CCC31)OCO2 (configuration not stated)	3	-13	18	17	0.2	-14	-3	-3	64*	10
52	COc1ccc(C2CC(c3cccs3)=NN2C(=O)COC(=O)c2cc3ccccc3cc2O)cc1OC (configuration not stated)	-4	1	12	5	.	2	-13	-6	6	15
53	Cc1ccc(S(=O)(=O)N2CCCCC2)cc1C(=O)OC1CCCCC1=O (configuration not stated)	9	20	6	22	1.2	.	.	.	-4	-14
54	c1ccc2[nH]c(SCc3cscn3)nc2c1	1	-104	-1	6	2.2	-1	-80	0	-4	41
55	CCN1/C(=C2/SC(=S)N(NC(C)=O)C2=O)Sc2ccc(Cl)cc21	-5	-35	-7	32	0.4	3	-6	-1	2	-6
56	O=C(/C=C/c1ccco1)N1CCN(c2ccc(F)cc2)CC1	4	-22	6	28	-0.1	2	10	1	2	12
57	Nc1nc(-c2cccs2)cs1	-6	-55	-37	25	.	-9	-3	0	2	-8
58	CC(C)(C)n1cnc2cc(NCc3ccc(Br)cc3)ccc21	1	-92	-1	18	2.9	-3	-202	2	17	31
59	O=C(c1cccs1)N1CCCN(c2ncnc3scc(-c4ccccc4)c23)CC1	-2	6	19	22	0.2	1	0	2	-2	3
60	Cc1ccc2c(c1)cc(C(=O)NCc1ccccc1)n2C	1	-28	-4	-11	23*	-3	4	-8	-4	8

Next part:
entry	compound	HSF1 inhib	aSyn 5UTR inh	Platelet DG rel	AI-2 QS modul	HIF act	IEC-6 cytotox	KLF5 inhibitor	HSP90 refold inh	SKKanGAS inh	HSF1 activator
61	COc1ccc2[nH]c(=O)c(CN(CC3CCCO3)C(=S)Nc3ccc(C)cc3)cc2c1 (configuration not stated)	6	28	9	31	0.1	12	-26	5	11	0
62	CCOC(=O)c1sc(NC(=O)Nc2ccccc2F)nc1C	-74*	70*	8	39	-1.4	-7	-79	37*	-3	-80
63	O=C(Cc1ccsc1)Nc1ccc(Cl)cc1Cl	0	-6	0	16	-0.2	2	-24	-2	4	19
64	COc1ccc(-c2ccccc2)cc1NC(=O)c1cccs1	7	4	-2	.	0.7	6	-26	10	-5	-5
65	CCCCNC(=O)/C(C#N)=C/c1ccc(C(=O)OC)cc1	-4	-3	-2	11	-0.4	5	-25	3	-7	-4
66	S=C(Nc1ccc(Cl)cc1Cl)NC1CCN(Cc2ccccc2)CC1	-6	33	-7	-13	-0.4	-7	-1	1	-10	7
67	CCc1ccc(C2(O)CC(C(F)(F)F)=NN2C(=O)Cc2ccc([N+](=O)[O-])cc2)cc1 (configuration not stated)	-13	0	0	15	0.1	4	10	6	13	-30
68	CN1C(=O)/C(=C\c2ccc(N(C)C)cc2)OC1=S	-1	-67	-4	10	-0.3	-1	-57	-4	-2	-8
69	CC(=O)N1CCC(N(CCN2CCOCC2)C(=S)Nc2cccc(C)c2)CC1	4	10	3	13	0.8	4	-1	2	-8	19
70	Cc1ccc(C(=O)Nc2ncc(C)s2)o1	11	-119	23	.	2.2	5	-177	6	13	41
71	O=S(=O)(NCCOc1ccccc1)c1ccc2ccccc2c1	-1	-16	9	24	-0.2	-5	-27	-1	-9	4
72	O=C(c1ccc(Cl)c(S(=O)(=O)N2CCOCC2)c1)N(Cc1nnc(-c2ccccc2Cl)o1)C1CC1	1	8	-1	11	-0.5	.	.	.	16	8
